# Screening results from PubChem BioAssay.
# MazF activator: activators of E. coli MazEF toxin-antitoxin RNase | activation, % at 20 µM | 350,000 tested, 0.32% active | FAM/BHQ RNA-DNA oligo cleavage fluorescence, 5 h | AID 504720; in the data active = activation above about 50%
# Target sequence (P0AE70 whole entry, looked up): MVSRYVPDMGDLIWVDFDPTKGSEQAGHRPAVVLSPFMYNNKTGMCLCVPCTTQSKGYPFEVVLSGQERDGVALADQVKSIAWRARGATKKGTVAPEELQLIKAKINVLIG
# UGM FP inh: inhibitors of M. tuberculosis UDP-galactopyranose mutase | inhibition, % at 10 µM | purified UGM, fluorescence polarization probe displacement | AID 504406 | P9WIQ1 | 320,000 tested, 0.06% active; in the data active = inhibition above about 10%, passing the limit was not always enough; inconclusive = no clear call, values can overlap the other calls
# Target sequence (P9WIQ1 whole entry, looked up): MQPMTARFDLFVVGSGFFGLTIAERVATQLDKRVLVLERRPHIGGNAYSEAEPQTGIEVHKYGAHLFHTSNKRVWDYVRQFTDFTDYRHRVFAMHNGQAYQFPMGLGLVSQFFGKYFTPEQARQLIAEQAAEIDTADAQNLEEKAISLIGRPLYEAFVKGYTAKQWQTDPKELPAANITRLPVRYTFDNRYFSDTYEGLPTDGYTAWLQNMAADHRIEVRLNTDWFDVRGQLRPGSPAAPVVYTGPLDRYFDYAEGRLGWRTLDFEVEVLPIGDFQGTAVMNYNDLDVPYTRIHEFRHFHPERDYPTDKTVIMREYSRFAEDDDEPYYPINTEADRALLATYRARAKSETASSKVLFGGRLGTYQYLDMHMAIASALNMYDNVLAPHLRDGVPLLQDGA
# CCHFV vOTU inh: blocks the CCHF virus ovarian tumor domain protease; CCHFV vOTU protease, Pep-AMC fluorescence; inhibition, % at 11.5 µM; 370,000 tested, 0.55% active; note: 0% = vehicle wells with enzyme and 100% = no enzyme wells
# FadD28 binding: blocks FadD28 binding to the bisubstrate probe; fluorescence polarization; 360,000 tested, 0.22% active; inhibition, % at 12.5 µM; in the data active = inhibition above about 8.5%, passing the limit was not always enough; inconclusive = no clear call, values can overlap the other calls
# BoNT-F LC inh: inhibitors of Botulinum neurotoxin F light chain protease; Multiplex microsphere protease cleavage assay, flow cytometry; inhibition, % at 10 µM; 360,000 tested, 0.22% active; AID 588497; in the data active = inhibition above about 35%, passing the limit was not always enough; inconclusive = no clear call, values can overlap the other calls; note: plate controls were buffer without enzyme for full effect and enzyme alone for no effect
# Rv3671c protease: inhibits the M. tuberculosis serine protease Rv3671c | 320,000 tested, 0.048% active | AID 2606 | inhibition, % at 5.96 µM; in the data active = inhibition above about 38%;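 note: extracellular domain of Rv3671c used as enzyme; 0% = enzyme with DMSO and 100% = no enzyme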
# GDH-TPI counter: GDH-TPI coupled enzyme inhibition counter-screen; GDH-TPI coupled enzyme counterscreen, NADH absorbance; inhibition, % at 4.8 µM; 360,000 tested, 1.2% active; AID 588335;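 note: 0% = DMSO wells and 100% = wells lacking the enzyme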
# DUSP3 inh: blocks human VHR1 dual specificity phosphatase; P51452; recombinant VHR phosphatase, pNPP absorbance; inhibition, % at 13.3 µM; 290,000 tested, 0.52% active; AID 1654; in the data active = inhibition above about 50%; note: some compounds called inactive have numbers as strong as hits
# Target sequence (P51452 whole entry, looked up): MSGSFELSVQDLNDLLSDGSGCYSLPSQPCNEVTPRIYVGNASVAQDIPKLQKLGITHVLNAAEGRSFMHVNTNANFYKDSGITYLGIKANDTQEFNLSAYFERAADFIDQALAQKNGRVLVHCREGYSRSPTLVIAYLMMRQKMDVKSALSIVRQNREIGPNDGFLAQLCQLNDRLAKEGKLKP
# BioA inh: blocks M. tuberculosis BioA enzyme activity | 360,000 tested, 0.096% active | purified M. tuberculosis BioA enzyme, plate reader | inhibition, % at 9.99 µM; in the data active = inhibition above about 40%; inconclusive = no clear call, values can overlap the other calls
# Mtb FBA inh: inhibitors of M. tuberculosis fructose-bisphosphate aldolase. 360,000 tested, 2.3% active. P9WQA3. inhibition, % at 1 µM. purified M. tuberculosis FBA, fluorescence read-out; in the data active = inhibition above about 27%;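 note: 0% = vehicle and 100% = reference inhibitor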
# Target sequence (P9WQA3 whole entry, looked up): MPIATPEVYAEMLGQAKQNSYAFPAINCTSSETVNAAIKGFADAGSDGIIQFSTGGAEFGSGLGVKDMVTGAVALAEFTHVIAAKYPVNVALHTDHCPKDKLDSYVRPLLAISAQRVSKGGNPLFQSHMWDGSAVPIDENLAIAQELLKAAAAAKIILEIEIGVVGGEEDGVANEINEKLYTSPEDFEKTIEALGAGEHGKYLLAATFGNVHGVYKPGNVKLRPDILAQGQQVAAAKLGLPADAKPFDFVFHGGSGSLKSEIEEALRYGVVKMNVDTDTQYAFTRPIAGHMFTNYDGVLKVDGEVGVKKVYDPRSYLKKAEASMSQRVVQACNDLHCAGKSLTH
# An asterisk follows results filed as active; u = inconclusive; x = no result given. Cut-off read from the data, not from the text of the source, unless noted: active = inhibition above about 30%; inactive = the rest.
SMILES,MazF activator,UGM FP inh,CCHFV vOTU inh,FadD28 binding,BoNT-F LC inh,Rv3671c protease,GDH-TPI counter,DUSP3 inh,BioA inh,Mtb FBA inh
O=C(N1CCCCCC1)N1CCN(S(=O)(=O)c2cccc([N+](=O)[O-])c2)CC1,7.6,-1.6,-14.2,1.5,1.2,-10.7,15.9,5.4,0.8,-0.2
COc1cc([N+](=O)[O-])c2ncsc2c1,-2.0,0.2,7.5,-1.7,-24.5,0.3,0.0,1.7,x,1.7
COC(=O)C(NC(=O)c1ccccc1)c1ccccc1 (configuration not stated),12.1,4.9,-0.9,-4.6,-5.0,0.9,-5.7,15.4,-2.0,-0.7
CSc1ccc(CCNC(=O)CCc2nnc3ccc(N4CCCCC4)nn23)cc1,-1.6,2.3,5.6,0.0,4.5,-10.7,11.8,1.6,-0.3,5.6
Cc1cc(C)c2oc(-c3cccc(NC(=O)c4ccc(F)cc4)c3)nc2c1,11.0,0.0,9.2,-3.0,-18.0,-2.6,-3.4,7.8,-1.4,0.0
CC(C)(C)c1ccc(NC(=O)c2c(F)cccc2Cl)cc1,5.2,-1.5,-4.9,-0.5,4.2,-5.0,4.4,-0.3,-3.5,2.4
Cc1ccc(OCCn2cc(/C(N)=N/O)c3ccccc32)cc1C,-2.9,-0.8,-8.4,-2.9,-14.7,5.3,-1.3,22.4,x,-2.9
O=C(c1cc(COc2cccc(C(F)(F)F)c2)on1)N1CCC(c2ccccc2)CC1,-6.5,4.0,20.1,-3.3,6.3,-13.7,-17.5,11.2,-0.2,-5.3
O=C(CN1CCN(c2nc(-c3ccccc3)cs2)CC1)NNC(=O)c1ccc(Br)cc1,9.8,1.7,-16.4,1.1,2.2,-2.5,11.3,17.1,0.8,-1.6
CC(C)c1ccc(N2C(=O)NC(=O)/C(=C/C=C/c3ccco3)C2=O)cc1,-113.4,-4.4,5.2,1.6,-2.2,-35.9,5.7,28.6,x,-2.6
CN1CCN(c2ccccc2NC(=O)c2cccc([N+](=O)[O-])c2)CC1,10.0,-1.2,-0.7,-2.5,-32.7,-1.6,-3.7,34.8,0.7,1.1
O=C(Nc1ccc2c(c1)OCCO2)C(c1ccnc2ccccc12)N1CCN(c2ccc(C(F)(F)F)cn2)CC1 (configuration not stated),x,x,20.9,-5.8,-3.6,x,x,x,-2.7,-4.2
Cc1cc(N2CCC(C)CC2)n2nc(C)c(-c3ccccc3)c2n1,-6.8,-0.9,1.2,-1.1,-19.4,1.8,-1.5,4.3,-1.7,-3.9
COC(=O)c1ccc(N2CCN(S(=O)(=O)c3ccc4ccccc4c3)CC2)c([N+](=O)[O-])c1,10.4,-2.2,-4.8,-1.6,0.3,-4.0,9.3,14.4,-4.1,-7.8
COc1cc(-c2coc3c(C(=O)NC4CCCCC4)cccc23)ccc1O,x,x,7.0,-0.1,5.5,x,0.0,x,-0.6,-0.7
CC1CC(C)CN(C(=O)C2CCN(S(=O)(=O)c3ccc4c(c3)CC(C)N4C(=O)C3CC3)CC2)C1 (configuration not stated),6.0,0.4,14.8,-2.1,-10.2,2.1,-6.5,2.8,0.2,-0.6
O=C1CSC(c2ccccc2)N1c1ccc(F)cc1F (configuration not stated),-1.4,1.2,-0.5,1.5,11.6,-7.5,-3.0,44.0,1.2,-0.3
Cc1nc2ccc(C(=O)N3CCN(c4ccccn4)CC3)cc2s1,6.3,2.3,3.5,0.5,-9.0,1.0,2.6,3.5,1.2,1.5
O=S(=O)(NC1=NCCCCC1)c1ccc(F)cc1F,8.2,3.2,-9.2,-1.1,2.0,2.9,2.1,x,-0.2,0.0
O=C(OCC(=O)N(C1CCCCC1)C1CCCCC1)c1ccc(O)cc1,12.8,-3.9,12.4,-2.1,9.3,5.5,-8.0,-12.9,4.6,1.4
Cc1onc(-c2ccccc2)c1-c1csc(N/N=C/c2ccccc2Cl)n1,-10.4,0.2,11.1,-1.6,u,-3.4,2.6,16.2,x,-1.1
CCOC(=O)C1=C(C)OC(=Cc2ccc(OC)cc2)C1=O,-2.2,x,17.0,-1.2,-3.7,x,15.0,x,-0.5,5.1
Cc1nc(NCCOc2ccccc2)sc1C(=O)Nc1ccccc1,0.7,0.1,2.1,0.3,u,7.3,9.3,21.1,x,-0.2
CCCCCn1c(N)c(-c2nc3ccccc3o2)c2c([N+](=O)[O-])nn(CC)c(=O)c21,1.0,1.5,-0.7,0.8,-3.5,9.8,6.9,28.2,x,0.8
COC(=O)c1c(NC(=O)C(=O)N2CCOCC2)sc2c1CCC2,-10.3,0.6,20.9,-2.2,-6.6,3.4,22.6,-12.2,-1.1,0.3

# The closing five entries of the section before open the next one:
SMILES,MazF activator,UGM FP inh,CCHFV vOTU inh,FadD28 binding,BoNT-F LC inh,Rv3671c protease,GDH-TPI counter,DUSP3 inh,BioA inh,Mtb FBA inh
Cc1onc(-c2ccccc2)c1-c1csc(N/N=C/c2ccccc2Cl)n1,-10.4,0.2,11.1,-1.6,u,-3.4,2.6,16.2,x,-1.1
CCOC(=O)C1=C(C)OC(=Cc2ccc(OC)cc2)C1=O,-2.2,x,17.0,-1.2,-3.7,x,15.0,x,-0.5,5.1
Cc1nc(NCCOc2ccccc2)sc1C(=O)Nc1ccccc1,0.7,0.1,2.1,0.3,u,7.3,9.3,21.1,x,-0.2
CCCCCn1c(N)c(-c2nc3ccccc3o2)c2c([N+](=O)[O-])nn(CC)c(=O)c21,1.0,1.5,-0.7,0.8,-3.5,9.8,6.9,28.2,x,0.8
COC(=O)c1c(NC(=O)C(=O)N2CCOCC2)sc2c1CCC2,-10.3,0.6,20.9,-2.2,-6.6,3.4,22.6,-12.2,-1.1,0.3
Cc1ccc(C)c(Nc2ncnc3nc[nH]c23)c1,5.4,0.4,3.0,-1.3,6.6,-0.5,9.4,39.8,-0.2,8.7
Cc1cc(C)n2nc(-c3ccc(Br)cc3)cc2n1,-8.8,-0.6,-11.3,-4.6,-6.9,-0.3,8.6,4.1,6.3,9.1
COc1cc(C=O)ccc1OCCOCCOc1ccccc1Cl,6.6,0.1,5.2,-1.0,-10.8,-3.0,10.1,7.1,1.2,-0.5
C=CCN1c2ccccc2[C@]23C[C@@H](C(=O)OC)N(C(=O)c4cccs4)C2=NC(C(=O)OC)=C(C(=O)OC)[C@H]13,-0.5,-1.4,11.6,0.8,-4.0,3.7,12.6,-15.5,1.3,1.1
CC(C)(C)C1c2[nH]c3ccccc3c2CCN1Cc1cccc(OCCO)c1 (configuration not stated),9.8,0.5,2.7,-3.3,-7.9,-5.1,-1.9,15.1,1.4,16.9
CCCCC(=O)N(c1ccc(OCC)cc1)C1C=CS(=O)(=O)C1 (configuration not stated),1.8,0.4,-15.8,0.3,-3.0,1.3,8.8,10.9,0.5,2.0
Cc1ccc(F)cc1NC(=O)C1CCCN(c2ncccn2)C1 (configuration not stated),-2.5,0.3,8.5,-0.4,-1.5,-4.9,-7.4,-4.4,x,4.3
CCN(CC(=O)Nc1c(F)cccc1F)C(=O)C1CC(=O)N(c2ccc3c(c2)OCCO3)C1 (configuration not stated),2.4,-1.5,-1.7,-2.4,21.2,-1.3,-2.8,x,4.9,0.4
CC(=O)Nc1ccc(S(=O)(=O)Nc2ccc(=O)n(Cc3ccc(Cl)c(Cl)c3)c2)cc1,0.5,-1.9,-5.2,-1.8,-4.0,7.5,4.7,13.1,0.1,2.2
CCNc1ccc(C(=O)OCC)cc1NC(=O)c1cccc(N(C)C)c1,-8.7,-1.2,11.0,-2.1,-5.2,11.9,13.9,3.1,x,0.1
NC(=O)c1nsc(C(=O)N(c2ccc3c(c2)OCO3)C(C(=O)NCC2CCCO2)c2ccc(F)cc2)c1N (configuration not stated),6.2,2.1,7.6,-2.3,-2.4,4.4,5.2,27.4,x,3.3
CCCCC(O)(CCCC)C(=O)NN(C(=O)OCC)c1ccccc1,0.8,-1.3,16.6,-0.9,-1.9,7.4,1.9,4.0,x,-2.5
COc1ccc(NC(=O)c2cc3c(CO)cnc(C)c3oc2=Nc2cc(OC)cc(OC)c2)cc1,11.7,0.2,15.3,-1.2,u,-11.4,2.5,-1.6,-2.2,0.3
CCCCn1c(SCC(=O)NCc2ccc3c(c2)OCO3)nnc1C(CC)N(C)C (configuration not stated),0.0,x,-0.1,-1.1,7.9,x,-4.9,x,-0.4,-2.4
O=C(COC(=O)c1ccc(Br)cc1)NCC1CCCO1 (configuration not stated),0.2,1.9,7.8,0.6,4.9,2.1,2.6,x,0.2,1.1
CCOP(=O)(O)c1cccc(OCCOCCOc2cccc(P(=O)(O)OCC)c2)c1,2.1,3.9,3.6,-2.3,-4.2,3.2,-5.4,22.3,-0.5,-0.4
CC(C)Cc1nc2ccccc2n1CCc1ccccc1,-3.2,0.4,1.1,-4.4,-3.1,-6.4,-3.6,17.2,x,0.2
N#Cc1cccc(N2[C@@H](Cc3cc4ccccc4n3Cc3ccccc3)COC[C@H]2Cc2ccc3ccccc3c2)c1,-3.8,x,2.8,-2.2,2.9,x,12.8,x,-2.7,-0.5
O=C(/C(=C/c1cccnc1)n1ccnc1)c1ccc(Cl)cc1Cl,-2.8,1.5,-9.2,-1.5,-5.6,2.2,3.2,21.3,x,0.3
Cc1cc(C(=O)N/N=C/c2c(C)nn(-c3ccccc3)c2C)c(C)o1,7.7,-0.6,4.7,-1.0,x,4.1,10.0,13.6,0.3,2.6
COc1cc2ccccc2cc1C(=O)N(CCN(C)C)c1nc2c(F)cccc2s1,6.1,0.4,4.5,-4.3,-4.2,-4.3,-6.0,16.0,0.0,-1.5
O=C1NC(=S)S/C1=C\c1cc2ccccc2nc1N1CCCCC1,-10.0,4.9,-0.3,u,x,-2.8,13.1,3.5,-3.4,5.8
COC(=O)c1ccc(N2NC(=O)/C(=C/c3cc(OC)c(O)c(OC)c3)C2=O)cc1,-79.0,-2.5,10.3,2.4,-16.7,-6.7,5.6,-11.0,0.2,-3.0
CCOC(=O)c1ccc(NC(=S)NNC(=O)C2(C)CC2(Cl)Cl)cc1 (configuration not stated),1.9,1.9,6.5,15.1*,-2.3,-5.5,11.6,0.9,0.4,-3.0
CSc1ccc(NC(N)=S)cc1,3.9,-3.1,-5.0,0.2,-3.2,0.0,-0.6,5.6,x,6.5

# Looked up above.
# UGM FP inh, CC(=O)Nc1ccc(S(=O)(=O)Nc2ccc(=O)n(Cc3ccc(Cl)c(Cl)c3)c2)cc1 is entered as -1.9
# BioA inh, CCN(CC(=O)Nc1c(F)cccc1F)C(=O)C1CC(=O)N(c2ccc3c(c2)OCCO3)C1 (configuration not stated) is entered as 4.9

# Next section.
SMILES,MazF activator,UGM FP inh,CCHFV vOTU inh,FadD28 binding,BoNT-F LC inh,Rv3671c protease,GDH-TPI counter,DUSP3 inh,BioA inh,Mtb FBA inh
COC(=O)c1ccc(Nc2nc(N3CCOCC3)nc(N3CCOCC3)n2)cc1,2.7,-0.2,12.7,-2.6,0.9,1.4,0.0,9.7,0.4,-4.3
CC1=C(C(=O)OCc2ccccc2)C(c2cccs2)N2C(=O)CCSC2=N1 (configuration not stated),-7.3,-2.7,2.4,-4.3,-5.6,-6.0,11.7,-5.3,x,2.2
CCN(CC)c1ccc(CNc2nc3ccccc3n2C)cc1,1.4,0.3,5.5,-0.5,-5.3,0.5,-7.6,-1.3,x,0.7
Cc1c(C(=O)N2CCN(C(=O)c3ccco3)CC2)sc2nc(-c3ccc(F)cc3)cn12,-0.1,-2.6,5.7,-6.6,1.1,0.1,7.3,4.8,5.4,-1.0
COc1cc(/C=N/OCC(=O)NC2CCCCC2)ccc1OCc1ccccc1,-2.7,1.1,11.1,-2.3,-6.5,-5.5,-3.3,-3.9,0.3,3.3
CN(C)CCNC(=O)/C(=C/c1ccc(-c2ccc(Cl)cc2)o1)NC(=O)c1ccccc1,41.7,1.6,0.1,-3.5,-3.5,5.3,16.3,7.5,2.5,4.0
OC(COc1ccc(F)cc1)CN1CCN(CC(O)COc2ccc(F)cc2)CC1 (configuration not stated),-0.1,2.3,7.3,-0.6,12.7,0.0,-4.6,35.4,-1.0,-0.6
